E-sel inducer – induces E-selectin expression in human endothelial cells | activation, % at 7.58 µM | P16581 | HUVEC E-selectin immunofluorescence imaging; normalized: neutral wells 0, TNF-alpha wells 100 | hit rate 0.37% among 260,000;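 active = mean E-selectin-positive cell signal at least 10% of the positive control, reached in at least 60% of replicates, without over 20% cell loss; inconclusive = no rule given, readout overlaps actives, possibly toxicity-flagged; inactive = the rest, including those meeting only one limit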;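 also: in these data hits start at about 27%; measured in HUVEC primary endothelial cells; signal is the percent of cells scored E-selectin positive by PE staining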
Target sequence (P16581 whole entry, looked up): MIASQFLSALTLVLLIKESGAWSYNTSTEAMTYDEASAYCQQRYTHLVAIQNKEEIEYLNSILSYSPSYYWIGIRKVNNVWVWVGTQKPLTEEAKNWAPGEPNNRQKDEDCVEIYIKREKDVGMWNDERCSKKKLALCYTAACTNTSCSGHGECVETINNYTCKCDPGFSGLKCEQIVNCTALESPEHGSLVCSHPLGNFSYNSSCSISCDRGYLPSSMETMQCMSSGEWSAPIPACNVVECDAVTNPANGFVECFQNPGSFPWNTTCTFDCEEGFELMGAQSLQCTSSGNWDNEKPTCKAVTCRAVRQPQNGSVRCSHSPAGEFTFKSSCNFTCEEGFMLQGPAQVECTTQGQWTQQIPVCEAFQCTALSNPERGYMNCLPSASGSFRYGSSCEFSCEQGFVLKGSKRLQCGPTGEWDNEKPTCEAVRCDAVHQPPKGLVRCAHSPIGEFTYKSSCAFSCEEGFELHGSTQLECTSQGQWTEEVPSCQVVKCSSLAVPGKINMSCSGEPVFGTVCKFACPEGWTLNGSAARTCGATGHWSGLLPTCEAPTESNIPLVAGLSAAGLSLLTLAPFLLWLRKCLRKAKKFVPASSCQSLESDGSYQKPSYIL
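assay system = HUVEC, human umbilical vein endothelial cells | input = 3,000 HUVEC seeded per well | medium = EGM-2 growth medium on 0.1% gelatin-coated wells | dosing = one compound dose added by pin transfer | signal = immunofluorescence imaging | read-out basis = % PE-positive cells | control set = TNF-alpha, DMSO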
RAD52 inh – RAD52 (human) annealing inhibition. P43351. recombinant RAD52 DNA annealing, FRET fluorescence. inhibition, % at 18.7 µM. hit rate 0.46% among 360,000;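 active = every replicate showing at least 50% inhibition; inconclusive = mean inhibition at least 50% but not in every replicate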
esBAF inh – inhibitors of esBAF chromatin remodeling in mouse ES cells; Bmi1-luciferase knock-in reporter, 24 h; 100% = twice the neutral-well signal; reporter increase, % at 12.5 µM; hit rate 2% among 350,000; AID 602393; in the data active = activation above about 40%; inconclusive = no clear call, values can overlap the other calls;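 also: 0% = median of the plate's neutral control wells and 100% = double that signal; a rise in the Bmi1 reporter signal indicates esBAF inhibition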
ERAP1 HTS inh – blocks human ERAP1 aminopeptidase activity; recombinant ERAP1, Leu-AMC fluorescence, 60 min; inhibition, % at 10.7 µM; hit rate 0.15% among 340,000;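 active = mean replicate inhibition of at least 30%, or all replicates individually reaching that 30% level; inactive = mean below 30% and not every replicate reaching it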;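 also: 0% = neutral control wells and 100% = L-leucinethiol positive control wells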
ERp5 inh – inhibitors of human ERp5. ERp5 insulin aggregation, absorbance 650 nm, 90 min. inhibition, % at 9.99 µM. hit rate 0.05% among 350,000;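 active = mean replicate inhibition above about 25%, with every replicate also reaching it, limit read from the data, passing the limit was not always enough; inconclusive = only one of those two criteria met; inactive = neither criterion met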
Target sequence (Q15084 whole entry, looked up): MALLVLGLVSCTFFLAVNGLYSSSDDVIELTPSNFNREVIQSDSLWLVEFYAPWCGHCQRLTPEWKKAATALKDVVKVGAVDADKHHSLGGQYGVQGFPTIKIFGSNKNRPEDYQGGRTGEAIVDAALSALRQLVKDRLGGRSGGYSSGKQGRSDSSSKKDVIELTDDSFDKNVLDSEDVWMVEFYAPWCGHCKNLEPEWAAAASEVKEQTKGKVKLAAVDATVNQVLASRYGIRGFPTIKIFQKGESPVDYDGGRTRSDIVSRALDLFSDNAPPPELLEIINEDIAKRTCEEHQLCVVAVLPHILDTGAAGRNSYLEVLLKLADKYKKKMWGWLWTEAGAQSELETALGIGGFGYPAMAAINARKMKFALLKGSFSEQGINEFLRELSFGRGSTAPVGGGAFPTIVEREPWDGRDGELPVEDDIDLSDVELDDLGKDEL
RAD54 inh – RAD54 (human) branch migration inhibition | inhibition, % at 10.4 µM | hit rate 0.14% among 360,000 | RAD54 Holliday junction branch migration, FAM/BHQ fluorescence;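 active = mean normalized replicate activity at least 40 and at least half of replicates scoring 40 or more; inconclusive = only one of the two criteria met; inactive = mean below 40 and under half of replicates reaching 40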;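 also: 0% = median of neutral control wells and 100% = median of positive control wells; inhibitors cause a drop in the FAM fluorescence signal; in these data hits start at about 50%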
XiGFP reactiv – activators of X-chromosome reactivation in mouse fibroblasts; hit rate 0.055% among 360,000; activation, % at 7.58 µM; XiGFP mouse fibroblasts, % GFP-positive cells imaging, 3 d; cells co-treated with 5-aza-dC sensitizer; scaled so ellipticine positive control = 100%;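 active = mean normalized replicate activation at least 10% and every replicate at or above 10%; inconclusive = only one of the two criteria met; inactive = mean below 10% and not all replicates reach 10%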;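 also: 0% = median of on-plate neutral control wells and 100% = ellipticine 6 µM median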
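Assay system – SV40-immortalized XiGFP fibroblast cells, line 68-5-11 · Buffer or medium – DMEM supplemented with 5-aza-dC as sensitizing agent · Dosing – one concentration, pinned · Benchmarks – positive control ellipticine, 6 µM final · Times – 3 days compound exposure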
S100A4 MyoIIA – blocks human S100A4 binding to myosin IIA peptide. P26447. S100A4/TAMRA-MyoIIA peptide fluorescence polarization. inhibition, % at 10.7 µM. hit rate 0.14% among 360,000;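 active = mean inhibition of at least 70% across replicates, with every replicate also reaching that level; inconclusive = mean inhibition reaches 70% but some replicates fall short; inactive = mean inhibition below 70%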
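System – human S100A4 monomer protein, biochemical binding assay · Buffer or medium – Calcium-containing HEPES buffer, pH 7.2 · Timing – 5 min between mix addition and reading · Also added – TAMRA-labelled myosin IIA heavy-chain peptide probe, 5 nM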
An asterisk follows results filed as active; u = inconclusive; x = no result given.

SMILES	E-sel inducer	RAD52 inh	esBAF inh	ERAP1 HTS inh	ERp5 inh	RAD54 inh	XiGFP reactiv	S100A4 MyoIIA
C[C@H]1CN([C@@H](C)CO)C(=O)Cc2cc(NC(=O)CCN3CCOCC3)ccc2O[C@H]1CN(C)CC1CCCCC1	-0.2	-15.5	-1.5	-0.6	2.0	5.8	0.2	-2.4
COc1ccc(-c2ccc([C@@H]3[C@@H](CO)N4C(=O)CN(C(=O)Cc5ccccn5)C[C@H]34)cc2)cc1	-0.1	-8.6	x	x	-1.6	x	0.0	x
C[C@@H]1CN([C@H](C)CO)C(=O)c2cccc(NS(=O)(=O)c3ccccc3)c2O[C@H]1CN(C)Cc1ccc(Cl)c(Cl)c1	x	-0.5	-2.1	-0.8	-2.0	0.8	-0.9	5.4
O=C1C[C@@H]2c3c(cccc3CN1Cc1ccc(F)cc1)C[C@@H](O)[C@H]2O	-0.2	-16.7	9.0	-3.0	0.6	-2.7	0.0	-26.1
Cc1ccc(C(=O)COC(=O)c2cccc([N+](=O)[O-])c2)s1	x	-7.0	46.4*	-1.3	-1.6	3.2	0.0	-1.9
CN(C(=O)COC(=O)CCC(=O)c1ccccc1)c1c(N)n(Cc2ccccc2)c(=O)[nH]c1=O	x	-22.3	x	4.0	-6.9	x	-0.1	-10.6
CO[C@H]1CN(C)C(=O)c2ccc(NC(=O)c3ccc(F)cc3)cc2OC[C@@H](C)N(C)C[C@@H]1C	0.0	14.0	7.2	-2.9	-4.3	-2.2	-0.1	-52.2
COc1ccc(-n2cnc3cc(NCc4ccco4)ccc32)cc1	x	-19.3	56.7*	-4.5	-2.7	1.0	x	-6.4
COc1ccc(/C(C)=N/NC(=O)c2ccccc2OCc2ccccc2)c(OC)c1	x	2.5	49.7*	6.9	3.3	9.4	0.1	-8.0
COc1ccc(C2=NN(C(=O)CSc3nnc(C)n3C)C(c3ccco3)C2)cc1 (centres undefined)	x	-17.0	x	3.9	2.0	x	0.2	2.0
CC(C)Cc1c(O)nc(SCC(=O)N2CCCCCC2)[nH]c1=O	0.0	-4.8	-3.2	2.3	-0.6	-0.4	0.1	-4.4
CC1CC(CC(=O)Nc2nc(-c3ccccc3)cs2)C(=O)O1 (centres undefined)	x	-13.3	10.9	4.0	-2.1	-4.0	0.0	4.1
C[C@@H]1CN([C@H](C)CO)C(=O)c2cc(NC(=O)Nc3cccc4ccccc34)ccc2O[C@H]1CN(C)S(=O)(=O)c1cn(C)cn1	-3.1	-6.1	x	2.2	6.2	x	0.2	-4.8
COc1cccc(C(C)(O)c2nc(-c3ccccc3OC)cs2)c1 (centres undefined)	x	6.7	0.9	0.5	-0.8	1.2	0.0	0.4
CCCCCOc1ccc(C(=O)NC(C(=O)O)C(C)C)cc1 (centres undefined)	x	-7.2	-1.1	0.2	5.5	-11.0	x	-2.6
O=C(Cc1ccc(Br)cc1)Nc1ccc(S(=O)(=O)N2CCCC2)cc1	0.3	-23.0	1.9	-2.3	-0.7	8.0	0.1	-10.6
Cn1nnnc1SCC(=O)Nc1ccc(N2CCOCC2)cc1	x	0.8	x	-0.6	1.3	x	x	11.6
COc1ccc(S(=O)(=O)N[C@@H]2CC[C@H](CC(=O)N3CCc4ccccc4C3)O[C@@H]2CO)cc1	-2.9	-7.4	7.0	-1.0	1.0	-18.1	-0.2	0.1
Cc1cccc(C)c1OCc1cc(C(=O)NCC2CC2)no1	-0.1	-20.4	7.3	-2.0	6.3	-2.7	0.3	48.5
CCOc1ccccc1NC(=O)CN1CCC(C(=O)c2ccc(F)cc2)CC1	x	-3.3	2.4	-2.1	-3.0	13.8	0.1	-4.7
O=C(C[C@H]1C[C@H]2c3cc(NC(=O)C4CCOCC4)ccc3O[C@H]2[C@@H](CO)O1)NCc1ccc2c(c1)OCO2	0.1	7.5	-1.8	0.5	3.8	3.2	0.3	17.1
O=C(NCCOc1ccccc1F)c1ccc2c(=O)n3c(nc2c1)CCC3	x	-23.8	6.1	-6.3	-1.0	-3.6	0.4	-9.3
CCn1nc(C)c(NC(=O)c2cnn3c(C(F)F)cc(-c4ccccc4)nc23)c1C	x	-3.3	x	5.0	3.3	x	0.0	6.2
C[C@H]1CN([C@@H](C)CO)C(=O)c2cc(NC(=O)CCN3CCOCC3)ccc2O[C@H]1CN(C)S(=O)(=O)c1ccc(Cl)cc1	u	8.5	3.6	1.3	-0.4	9.4	-0.6	6.5
Cc1cccc(NC(=O)N2C3CCCC2CC(NC(=O)C2CC2)C3)c1 (centres undefined)	0.2	-9.2	-4.5	4.4	-1.8	9.5	0.2	-2.5
SMILES	E-sel inducer	RAD52 inh	esBAF inh	ERAP1 HTS inh	ERp5 inh	RAD54 inh	XiGFP reactiv	S100A4 MyoIIA
O=C(N[C@H](C(=O)N1CCC[C@H]1C(=O)NCCc1ccccc1Cl)c1ccccc1)c1ccco1	0.1	-9.6	x	2.3	8.6	x	0.0	-21.3
O=C(NN1C(=O)C2C3C=CC(O3)C2C1=O)c1cccc(Br)c1 (centres undefined)	3.0	-0.1	-7.1	11.7	5.6	-5.1	0.0	-2.2
Cc1ccc(S(=O)(=O)N2CCCC2CO)cc1 (centres undefined)	x	-14.4	1.4	0.1	-7.9	1.9	x	-0.3
COc1cccc(CN2CC3(CN(C)C3)c3c(n(C)c4cc(OC)ccc34)[C@H]2CO)c1	0.1	21.9	x	2.1	2.7	x	0.0	2.3
O=C(CN1c2cccc3cccc(c23)S1(=O)=O)NCc1ccc(F)cc1	x	-9.5	-10.4	0.2	1.6	x	0.0	-13.3
O=C(Cn1ncc2c(=O)oc3ccccc3c21)N1CCC(N2CCCCC2)CC1	-0.4	-18.1	-3.2	3.4	3.0	0.4	-0.1	-3.6
O=C(OCCOc1ccccc1)c1n[nH]c2ccccc12	0.5	-19.8	u	x	3.1	-2.0	x	4.4
CO[C@@H]1CN(C)C(=O)c2ccc(NC(C)=O)cc2OC[C@@H](C)N(C(=O)C2CCCCC2)C[C@H]1C	-0.1	5.1	0.1	2.1	5.4	5.0	0.3	-4.4
CCOc1ccc(Cl)cc1C1=CC(=O)C[C@H](c2ccc(OC)cc2)C1	0.4	-6.7	-5.0	0.8	6.2	-5.4	0.4	-1.6
CCCNC(=O)C[C@H]1C[C@@H]2c3cc(NC(=O)NC4CCCCC4)ccc3O[C@@H]2[C@H](CO)O1	0.1	3.8	-2.8	-0.1	5.0	-7.3	0.1	5.9
CCn1nnc2cc(C(=O)N(CCOC)CC(=O)Nc3cccc(C)c3C)ccc21	x	-9.1	-2.5	-0.9	0.6	-0.7	-0.1	-11.0
CC(C)c1ccc(NC2CCCN(C(=O)CSc3nncn3C)C2)cc1 (centres undefined)	x	-0.5	-4.7	-0.3	-0.1	-0.1	0.1	6.8
Cc1cc(C)n2nc(CNS(=O)(=O)c3ccc(F)cc3)nc2n1	-0.4	3.2	5.5	7.2	5.8	-14.5	0.0	-1.0
O=C(CCn1c(=S)[nH]c2ccccc2c1=O)Nc1ccc(F)cc1	x	-2.5	x	0.7	0.1	x	0.0	-1.3
O=C(C[C@@H]1C=C[C@@H](NC(=O)CC2CC2)[C@H](CO)O1)NCc1ccc(-c2ccccc2)cc1	-0.4	-6.5	2.5	1.1	-2.2	2.0	-0.3	-16.9
CCOC(=O)[C@@H](C)N1[C@@H](C)[C@H](c2ccccc2)Oc2ccc(Cl)cc2S1(=O)=O	x	-4.4	x	0.0	2.1	x	1.4	5.4
O=C1COc2ccc(C(=O)COc3ccc([N+](=O)[O-])cc3)cc2N1	2.6	-9.9	x	1.1	1.1	x	0.9	-1.0
NC(=O)CC(NC(=O)Cc1cccc2ccccc12)c1ccc(NCc2ccc(F)cc2)c([N+](=O)[O-])c1 (centres undefined)	0.1	0.4	-0.5	4.8	-0.8	3.8	0.0	18.6
Cc1c(CCC(=O)NCCCn2ccnc2)c(=O)oc2c(C)c3occ(C(C)(C)C)c3cc12	0.7	10.4	-5.2	1.4	-8.4	-8.5	0.0	-2.2
O=C(NC1CCCC1)N1CCCCN2[C@@H](CO)[C@H](c3ccc(/C=C/c4ccccc4)cc3)[C@@H]2C1	1.7	3.3	3.6	-1.5	-0.2	-2.0	0.0	-0.2
Cc1nc2sc(C(c3cccc(F)c3)N3CC(C)OC(C)C3)c(O)n2n1 (centres undefined)	x	5.5	x	6.0	-0.4	-3.8	x	-0.4
COc1ccc(C(C)=O)cc1CC(=O)N(Cc1ccccc1)c1ccccc1	x	-30.9	-2.8	-0.3	1.6	4.4	0.0	-4.2
COc1ccc(/C=N/NS(=O)(=O)c2ccc(F)cc2)cc1CN1CCSCC1	-1.4	-4.3	-5.0	0.7	7.7	5.4	-0.2	-2.1
O=C(NC1CCCN(Cc2ccc(Cl)cc2)C1)C1CCC1 (centres undefined)	0.0	-13.8	-8.2	-0.2	2.6	6.5	0.0	-8.7
CS(=O)(=O)N1CCCCN2[C@H](CO)[C@H](c3ccc(Br)cc3)[C@H]2C1	0.3	-8.8	2.1	2.5	4.7	1.3	0.0	7.7
SMILES	E-sel inducer	RAD52 inh	esBAF inh	ERAP1 HTS inh	ERp5 inh	RAD54 inh	XiGFP reactiv	S100A4 MyoIIA
O=C(c1cccnc1)N1CCCCN2[C@@H](CO)[C@H](c3ccc(C#Cc4ccccn4)cc3)[C@@H]2C1	0.4	-24.2	3.4	0.6	1.7	14.2	0.0	-2.0
S=c1[nH]nc(C2CCCCC2)n1Cc1ccccc1	-4.6	-3.1	x	-4.9	-2.1	x	0.3	-1.3
CCOc1ccc(NS(=O)(=O)c2ccc(C(=O)NC3CCN(Cc4ccccc4)CC3)cc2)cc1	-2.3	-18.1	2.6	4.5	-2.1	-2.7	0.4	-11.4
O=C(CC1C(=O)NCCN1Cc1c(F)cccc1Cl)NC1CCCC1 (centres undefined)	x	-7.1	-7.7	10.1	0.6	-6.8	0.0	-0.7
CC(OC(=O)/C=C/c1ccc(Br)cc1)C(=O)N1CCOCC1 (centres undefined)	-3.8	-8.0	-7.4	-2.7	2.6	0.7	0.2	19.4
Cc1cc2c(Nc3cccc(O)c3)ncnc2s1	0.4	-24.8	2.5	x	-0.4	1.0	0.3	-5.1
COc1ccc2c3c1O[C@H]1C[C@@H](O)C=C[C@@]31CCN(C)C2	0.0	-2.8	1.8	0.1	-4.4	18.8	-0.2	-3.4
CCC(Sc1nnc(-c2ccco2)n1C)C(=O)Nc1nnc(C)s1 (centres undefined)	0.0	6.7	-3.2	-3.0	1.1	-27.3	-0.1	-3.4
C[C@H](CO)N1C[C@H](C)[C@H](CN(C)Cc2ccncc2)Oc2ncc(C#Cc3ccccn3)cc2C1=O	0.3	-103.4	-10.6	14.7	-2.8	-15.7	0.3	23.9
O=C(NN=Cc1ccccc1)NN=Cc1ccccc1	-0.1	-6.3	x	-2.0	0.0	0.6	0.3	2.9
COc1ccccc1NC(=O)c1ccc2[nH]c(C)c(C)c2c1	x	-15.5	66.4*	2.2	-0.6	4.7	0.4	-1.3

Source: PubChem BioAssay
